Assay outcomes from PubChem.
HP1b chromo inh: blocks HP1-beta chromodomain binding to methylated histone tails; AID 540317; AlphaScreen HP1-beta / biotin-H3K9me3 peptide binding; 390,000 compounds, 0.56% hits; Potency, µM (top dose mostly 114 µM), without a hit: at the highest dose activity change, negative = inhibition, usual class: inhibitors; P83916; also: potency is read from the fitted curve at half-maximal effect; nearly all actives have a fitted effect of over 70% in size; inactives centre near 23
Target sequence (P83916 whole entry, looked up): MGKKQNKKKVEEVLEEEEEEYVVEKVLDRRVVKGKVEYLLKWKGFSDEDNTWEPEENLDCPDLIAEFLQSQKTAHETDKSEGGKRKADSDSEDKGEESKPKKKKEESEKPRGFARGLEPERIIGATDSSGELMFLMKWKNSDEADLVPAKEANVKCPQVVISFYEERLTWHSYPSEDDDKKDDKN
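AlphaScreen: HP1-beta (50 nM) preformed 30 min with biotin-H3(1-18)K9me3 peptide (50 nM) in PBS pH 7.4, 0.01% Tween-20. Compound added for 30 min at RT, then streptavidin donor/nickel chelate acceptor beads (10 ug/mL) for 30 min.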
JMJD2A Tudor: JMJD2A Tudor domain (human) inhibition. O75164. AlphaScreen JMJD2A-Tudor / H3K4me3 peptide binding. Potency, µM (top dose mostly 114 µM), for the others: top-dose activity change, negative = inhibition, most hits filed as inhibitors. 390,000 compounds, 4.4% hits. AID 504339; also: potency is read from the fitted curve at half-maximal effect; % is scaled to controls: 0 for no effect and ±100 for the full control effect; nearly all actives have a fitted effect of over 50% in size
GLS inhibitor: blocks human kidney-isoform glutaminase activity; GLS enzymatic activity, qHTS titration; O94925; Potency, µM (titrated, usually from 45.5 µM), inactives show at the top dose activity change, negative = inhibition, most hits filed as inhibitors; 410,000 compounds, 0.21% hits; also: potency is read from the fitted curve at half-maximal effect; % is scaled to controls: 0 for no effect and ±100 for the full control effect
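Read-out is an Amplex red fluorescence increase coupled through glutamate oxidase and HRP, measured before and after 30 min room-temperature incubation. hKGA is in 45 mM KH2PO4 (pH 8.2) with 0.02% Tween-20; glutamine added as 1mM solution.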
RGS4 inh: blocks human RGS4-accelerated GTP hydrolysis; Potency, µM (titrated, usually from 114 µM), without a hit: top-dose activity change, negative = inhibition, actives largely listed as inhibitors; P49798; AID 504845; Transcreener GDP fluorescence polarization, RGS4-accelerated GTP hydrolysis; 390,000 compounds, 0.039% hits; also: potency is read from the fitted curve at half-maximal effect; % is scaled to controls: 0 for no effect and ±100 for the full control effect; nearly all actives have a fitted effect of over 75% in size; some results filed as inactive show a strong effect at the top dose
Target sequence (P49798 whole entry, looked up): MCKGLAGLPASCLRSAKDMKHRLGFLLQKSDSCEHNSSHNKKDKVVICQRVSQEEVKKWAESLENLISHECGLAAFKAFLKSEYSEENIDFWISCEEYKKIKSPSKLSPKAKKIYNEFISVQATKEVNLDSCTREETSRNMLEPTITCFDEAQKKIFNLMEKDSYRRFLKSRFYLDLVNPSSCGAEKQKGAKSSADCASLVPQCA
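MLSMR compounds (23 nl, pin-transferred) preincubated 10 min at room temperature with a 500nM (2x) first reagent, then RGS4 at 900nM (2x) plus Transcreener GDP mix added; fluorescence polarization (620/688 nm) read before and after 90 min at 30 °C.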
ALOX12 inh: ALOX12 (human) lipoxygenase inhibition; P18054; purified 12hLO, xylenol orange hydroperoxide absorbance; Potency, µM (top dose mostly 108 µM), for the others: at the top dose activity change, negative = inhibition, actives largely listed as inhibitors; 580,000 compounds, 1.1% hits; AID 1671190; also: potency is read from the fitted curve at half-maximal effect; % is scaled to controls: 0 for no effect and ±100 for the full control effect
Target sequence (P18054 whole entry, looked up): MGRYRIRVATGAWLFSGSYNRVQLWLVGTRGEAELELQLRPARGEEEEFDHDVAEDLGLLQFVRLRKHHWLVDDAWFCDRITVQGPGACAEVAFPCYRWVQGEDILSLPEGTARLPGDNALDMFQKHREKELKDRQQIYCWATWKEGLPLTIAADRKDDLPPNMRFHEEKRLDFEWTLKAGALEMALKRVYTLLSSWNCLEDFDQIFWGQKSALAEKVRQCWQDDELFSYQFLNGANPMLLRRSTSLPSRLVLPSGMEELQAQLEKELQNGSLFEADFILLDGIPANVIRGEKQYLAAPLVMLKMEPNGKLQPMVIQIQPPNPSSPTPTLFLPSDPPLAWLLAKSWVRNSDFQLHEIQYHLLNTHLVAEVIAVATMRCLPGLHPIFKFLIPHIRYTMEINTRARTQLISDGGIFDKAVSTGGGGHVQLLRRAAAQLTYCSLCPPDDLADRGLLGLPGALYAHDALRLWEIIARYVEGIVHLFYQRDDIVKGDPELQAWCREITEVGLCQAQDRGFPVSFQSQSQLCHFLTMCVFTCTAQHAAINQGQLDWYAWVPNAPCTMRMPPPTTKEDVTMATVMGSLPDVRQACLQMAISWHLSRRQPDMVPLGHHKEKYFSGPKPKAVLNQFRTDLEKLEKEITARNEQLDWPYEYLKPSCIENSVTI
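Purified human 12hLO (150 nM final) in 25 mM Hepes, 0.01% Triton X-100, pH 7.0 was preincubated 15 min at room temperature with compound. Then 40 uM arachidonic acid was added, 30 min. Hydroperoxide was read by Fe-XO absorbance ratio 573/405 nm.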
BAZ2B block: blocks human BAZ2B; Potency, µM (top dose mostly 114 µM), for inactives: top-dose activity change, negative = inhibition, usual class: inhibitors; Q9UIF8; AID 504333; AlphaScreen BAZ2B-H3K14Ac peptide displacement; 360,000 compounds, 4.4% hits; also: potency is read from the fitted curve at half-maximal effect; % is scaled to controls: 0 for no effect and ±100 for the full control effect; nearly all actives have a fitted effect of over 60% in size
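AlphaScreen displacement: compounds (up to 110uM) incubated 30 min at room temperature with a preformed 50 nM BAZ2B/50 nM biotinylated H3K14Ac peptide complex in PBS pH 7.4 with Tween-20. Donor and acceptor beads at 10 ug/mL final added, 20 min light-protected before reading.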
ERG Ets-DNA blk: ERG Ets/DNA interaction inhibition; fluorescence polarization, His-ERG Ets domain / labelled DNA; 370,000 compounds, 0.028% hits; AID 624246; Potency, µM (series often up to 76.9 µM), for inactives: at the top dose FP activity, negative = inhibition, hits mostly inhibitors; P11308; active = well fitted inhibition curve with a large enough effect in the polarisation, with a control signal flat; inconclusive = small, poorly fitted or top-dose-only effect, or effect the other way, or a change in a side signal; inactive = no such curve, though single readings can be large or run the other way; the % refers to the polarisation;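 also: polarization taken with two DNA probes labelled with fluorescein and Texas red; potency is read from the fitted curve at half-maximal effect; % of control where 0% means no effect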
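His-tagged ERG Ets domain (1 uM in the protein solution; 300mM KCl, 50mM Tris-HCl, 1mM EDTA, 1mM DTT, pH 7.5) received compound, then a probe mix of 5 nM fluorescein-DNA and 100nM Texas-615-DNA. Fluorescence polarization was read for both dyes.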
PI4K2A inh: PI4K2A (human) kinase inhibition; Q9BTU6; purified PI4K2A, ADP-Glo luminescence, 1 h; active compounds read low; activity change, negative = inhibition, % at 76.9 µM; 420,000 compounds, 0.13% hits; in the data active = activity change below about -50%; inconclusive = mostly about -30% to -49%;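 also: -100% = wells without enzyme as full effect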
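ADP-Glo luminescence measured ADP generated by PI4K2A enzyme (4 ug/mL before mixing) with 1.2 mM PI substrate (pre-mix) and 300 microM ATP (pre-mix). Tris pH7.5 buffer with MgCl2, Triton X-100; 1 h reaction at ambient temperature.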
G9a inh: blocks human histone lysine methyltransferase G9a; Q96KQ7; G9a H3K9 monomethylation, AlphaScreen, 2 h; Potency, µM (highest dose often 102 µM), without a hit: at the top dose activity, negative = inhibition, hits mostly inhibitors; 350,000 compounds, 8.8% hits; also: potency is read from the fitted curve at half-maximal effect; % is scaled to controls: 0 for no effect and ±100 for the full control effect; nearly all actives have a fitted effect of over 75% in size
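Chemiluminescent proximity detection of H3K9 monomethylation, read after 10 min bead incubation in the dark. Reaction: 20 nM G9a, 500 nM biotin-H3K9 peptide, 20 uM SAM cofactor, 2 h, room temperature, following 15 min enzyme-compound preincubation.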
* = called active by the depositor; ? = inconclusive; · = not tested or not shown; & = joins results of further samples; [ ] = dose if it differs, or a comment. Unless noted, calls follow the shape of the dose curve; as a rule, active = well fitted curve in the direction sought with a large enough effect; inconclusive = small, poorly fitted or top-dose-only effect, or another doubt; inactive = no such curve, though single readings can be large; an effect the other way counts as inactive or inconclusive. These rows are one share of the data; rates above refer to the full screens.

GLS inhibitor	ALOX12 inh	JMJD2A Tudor	HP1b chromo inh	ERG Ets-DNA blk	PI4K2A inh	RGS4 inh	BAZ2B block	G9a inh	compound
17%	?	-7%	0%	13%	3	-40%	-5%	-6%[2.33 µM]	CC1CC(=O)Nc2ccccc2N1C(=O)COc1ccc2cc(Br)ccc2c1 (configuration not stated)
-7%	-7%	-5%	21%	-2%	0	-12%	0%	12%	CCN(C(=O)COC(=O)c1ccc(N2C(=O)c3ccccc3C2=O)cc1)C1CCS(=O)(=O)C1 (configuration not stated)
-3%	16%	-3%	47%[activator]	3%	5	4%	8%	-1%	O=C(NCC1COc2ccccc2O1)c1ccccc1 (configuration not stated)
1%	28%	5%	41%[activator]	1%	-2	-12%	-2%	·	CCS(=O)(=O)c1nc(S(=O)(=O)c2ccc(C)cc2)c(N2CCN(C)CC2)s1
1%	-21%	-16%	12%	-1%	-5	6%	-6%	1%	CC(NC(=O)C1CSC2(C)CCC(=O)N12)c1ccccc1Cl (configuration not stated)
24%	?	?	9%	0%	-1	-3%	·	·	CC/C(=N/N=C(/CC)c1ccc(O)cc1)c1ccc(O)cc1
0%	0%	-16%	-14%	-1%	1	13%	0%	-4%	COc1cc(C(=O)Nc2ccc(S(=O)(=O)Nc3ncccn3)cc2)c([N+](=O)[O-])cc1OC
3%	-5%	-8%	7%	-7%	-3	-2%	6%	-2%	Cc1ccc2sc(N3CCN(C(=O)c4ccc([N+](=O)[O-])o4)CC3)nc2c1C
19%	-26%	-24%	21%	8%	?	27%	-10%	?	O=S(=O)(O)c1ccc(N=Nc2ccccc2)cc1
0%	-23%	-16%	24%	0%	1	-21%	-32%	2%[12.7 µM]	Cc1csc(NC(=O)CCCSc2nc3ccccc3s2)n1
13%	0%	0%	58%[activator]	-11%	6	5%	-11%	5%[59 µM]	Cc1ccc2c(c1)C1(OCCO1)C(=O)N2
-12%	-10%	-21%	-6%	1%	2	1%	-21%	12%	Cc1ccc(OCC(=O)Nc2ccc(S(=O)(=O)N3CCOCC3)cc2)c(C)c1
15%	·	40µM*	45µM*	?	-2	?	·	·	CN(C)c1ccc2c(c1)C(=NO)c1ccccc1-2
-10%	-1%	-23%	28%	4%	4	-9%	6%	31%[0.501 µM]	COCCNC(=O)Cn1cc(/C=C(\C#N)C(=O)NC2CCCC2)c2ccccc21
9%	-9%	-24%	5%	1%	3	6%	-12%	·	CC(C)C(=O)Nc1cccc(NC(=S)NC(=O)C(c2ccccc2)c2ccccc2)c1
-14%	-3%	-9%	21%	-6%	6	5%	8%	-32%[59 µM]	CCOC(=O)c1cnc2ccc(Br)cc2c1NCCN1CCOCC1
23%	2%	-16%	37%[activator]	11%	-3	4%	-22%	12%	O=c1[nH]ncc(N/N=C\c2ccncc2)c1Cl
-5%	0%	-1%	22%	-2%	2	1%	·	·	O=c1cn[nH]c2ccc(Br)cc12
-4%	-17%	-7%	45%[activator]	7%	0	8%	-13%	·	COCCn1nnnc1SCC(=O)Nc1ccc2c(c1)OCO2
4%	5%	1%	8%	-9%	1	3%	6%	3%[59 µM]	CC(C)OCCCNC(=O)c1cccc(NC(=O)c2ccccc2)c1
2%	2%	-13%	16%	0%	3	-7%	2%	12%[59 µM]	Cc1ccc(NC(=O)CSc2nnc(CCCCCNC(=O)OC(C)(C)C)o2)c(C)c1
8%	4%	-8%	23%	-15%	0	2%	-11%	7%	CC1CCCN(CCCNC(=O)CN2C(=O)COc3ccc(S(=O)(=O)N4CCOCC4)cc32)C1 (configuration not stated)
-8%	-1%&-5%	9%	33%	-4%	0	-5%	-5%	·	CCc1ccccc1NC(=O)C1CCCN(c2ncnc3onc(-c4ccc(F)cc4)c23)C1 (configuration not stated)
19%	14%	-11%	-14%	-3%	-6	14%	2%	?	O=C(O)c1cccc(NS(=O)(=O)c2ccc3c4c(cccc24)C(=O)N3)c1
0%	-2%	-21%	25%	-1%	-1	8%	8%	?	Cc1ccc(CN2CC(C(=O)NC(c3nc4ccccc4[nH]3)C(C)C)CC2=O)cc1 (configuration not stated)

Part of the list above in another layout:
Results follow in this order: GLS inhibitor	ALOX12 inh	JMJD2A Tudor	HP1b chromo inh	ERG Ets-DNA blk	PI4K2A inh	RGS4 inh	BAZ2B block	G9a inh
- CCS(=O)(=O)c1nc(S(=O)(=O)c2ccc(C)cc2)c(N2CCN(C)CC2)s1
    1%	28%	5%	41%[activator]	1%	-2	-12%	-2%	·
- CC(NC(=O)C1CSC2(C)CCC(=O)N12)c1ccccc1Cl (configuration not stated)
    1%	-21%	-16%	12%	-1%	-5	6%	-6%	1%

Further compounds follow:
GLS inhibitor	ALOX12 inh	JMJD2A Tudor	HP1b chromo inh	ERG Ets-DNA blk	PI4K2A inh	RGS4 inh	BAZ2B block	G9a inh	compound
?	-15%	?	24%	-2%	-2	-40%[11.4 µM]	11%	-2%[59 µM]	Clc1cccc(Oc2cnns2)c1Cl
-2%	?	-6%	44%[activator]	-6%	-2	-6%[11.4 µM]	-9%	24%[59 µM]	CCOc1ccc(NC(=O)C2CCN(S(=O)(=O)c3ccc4c(c3)CC(C)N4C(C)=O)CC2)cc1 (configuration not stated)
-7%	?	?	32%	-12%	7	-6%	32µM*	·	NNC(=S)NC1CCCCCCCCCCC1
-2%	3%	-5%	30%	-3%	6	-5%	3%	7%	CC(=O)Nc1ccc(N/C=C(\C#N)S(=O)(=O)c2ccc(Cl)cc2)cc1
2%	-4%	-23%	38%	-5%	0	-18%	·	·	Cc1cn(CC(=O)NCC(C)c2ccccc2)c(=O)[nH]c1=O (configuration not stated)
5%	-24%	-15%	-15%	6%	-5	13%	-6%	-7%[59 µM]	CCCCNc1ncnc2c1nnn2C
7%	-12%	37%[activator]	31%	-2%	0	-2%	8%	23%	COc1ccc(-c2nnc3sc(COc4ccccc4)nn23)cc1
13%	6%	-21%	26%	2%	-1	-11%	16%	-43%[59 µM]	Brc1ccc(-c2nc(N/N=C/c3cccnc3)c3ccccc3n2)cc1
8%	7%	-26%	65%[activator]	-1%	-2	-20%	-19%	-18%[59 µM]	COc1ccc(N2CC(c3nc(-c4cc(OC)c(OC)c(OC)c4)no3)CC2=O)cc1Cl (configuration not stated)
-8%	-26%	-16%	25%	-9%	1	8%	-5%	-34%[59 µM]	Clc1cccc(Nc2ncnc3c2nc2n3CCCCC2)c1
-1%	10%	-18%	31%	9%	-9	7%	-4%	4%	CC(=O)Nc1ccc(NC(=O)C2CC(=O)N(c3ccc(Cl)cc3)C2)cc1 (configuration not stated)
0%	7%	6.3µM*	?	4%	-10	?	?	·	Cn1cnc(Sc2ncnc3nc[nH]c23)c1[N+](=O)[O-]
0%	392%[activator]	3%	62%[activator]	·	-2	-14%	·	·	COc1ccccc1/C=C/C(=O)OCC(=O)NC1CCCCCCC1
-9%	7%	-12%	-12%	0%	-7	?	0%	40µM*	COc1cccc(-c2noc(Cn3nc(C)c([N+](=O)[O-])c3C)n2)c1
-1%	?	?	6%	-2%	0	3%	?	50µM*	Cc1ccccc1OCC(=O)OC(C)CN1CCN(C)CC1 (configuration not stated)
-1%	-4%	-18%	34%[activator]	9%	5	6%	-2%	-29%[59 µM]	O=C(O)CSc1ncnc2nc[nH]c12
-11%	-22%	-10%	39%	6%	5	7%	-2%	3%[59 µM]	O=C(c1ccc(Br)cc1)N1CCCC1
-17%	1%	-18%	11%	-1%	2	7%	-11%	·	COc1ccc(CNC(=O)C(=O)c2cn(CC(=O)N3CCOCC3)c3ccccc23)cc1
-4%	-10%	1%	37%	3%	-2	-20%	8%	0%[59 µM]	COc1ccccc1N1C(=O)CC1(C#N)c1ccc(OCc2ccccc2)cc1 (configuration not stated)
0%	16%	-18%	10%	0%	0	11%	5%	-22%[12.7 µM]	O=C(CCN1C(=O)c2ccccc2C1=O)NCc1ccncc1
-7%	13%	3%	37%	4%	1	-23%	-1%	18%	O=C(NCCCc1ccc(F)cc1)C1CCC(=O)N(CCCN2CCCC2=O)C1 (configuration not stated)
4%	0%	-19%	30%	-11%	-5	18%	-5%	16%	COc1ccc(S(=O)(=O)Nc2ccccc2C(=O)N2CCOCC2)cc1Br
2%	-8%	-9%	59%[activator]	·	-4	-6%	-1%	17%[59 µM]	O=C(C1CCCCC1)N1CCN(C(=O)C2CCCCC2)CC1
5%	-7%	-7%	20%	1%	-4	-14%	-10%	1%	Fc1cc(F)cc(NC(=S)N2CCN(c3ncccn3)CC2)c1
